# NadD inh = blocks S. aureus nicotinate mononucleotide adenylyltransferase | 360,000 compounds, 0.78% hits | purified NadD enzyme, colorimetric absorbance read-out | inhibition, % at 20 µM | AID 602399; in the data active = inhibition above about 26%; note: some compounds past the cut are filed as inactive
# Rpn11 inh = blocks the human proteasome subunit Rpn11; calls only at 20 µM; human 26S proteasome, Ub4-pepOG fluorescence polarization; 20S core pre-blocked with epoxomicin; O00487; 360,000 compounds, 0.59% hits; AID 588493;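 active = inhibition at 20 µM, scaled to each plate's controls, above about 33%, limit read from the data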
# Scp1 inh = inhibitors of human Scp-1 phosphatase | Q9GZU7 | Recombinant Scp1, phosphopeptide, malachite green phosphate absorbance | inhibition, % at 20 µM | 340,000 compounds, 0.88% hits | AID 493091;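 active = inhibition above about 50% at 20 µM, limit read from the data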;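 note: plate controls were DMSO wells with enzyme for no effect and wells lacking enzyme for full effect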
#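 assay system = SCP-1 phosphatase catalytic domain, residues 76-261 | buffer or medium = 50 mM Tris acetate pH 5.5, 0.005% Tween-20, 10 mM MgCl2 | incubation = enzyme reaction 45 min at room temperature, colour 5 min, stabilisation 30 min | signal = Phosphate-binding colour reagent, absorbance read at 630 nm | measure = % inhibition at 20 µM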
# MT1-MMP act inh = blocks activation of human MT1-MMP; 360,000 compounds, 0.061% hits; GFP/RFP ratio change, % at 20 µM; HT1080 RFP-PRO-GFP cells, GFP/RFP ratio fluorescence, overnight; percent of plate control window, DMSO zero; P50281;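 active = GFP/RFP ratio change of at least 30% with cell ATP level not reduced by more than half and red fluorescence within 50% of control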; note: strong numbers were not always called active
#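 Assay system: HT1080 RFP-PRO-GFP cells | Dosing: 20 µM single dose, 1% DMSO | Incubation: Cells overnight before dosing, compound overnight, 37 °C, 5% CO2 | Evaluation: GFP/RFP fluorescence ratio | Control set: DMSO-only wells and HT1080 RFP-L50D-GFP cell wells as references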
# CendR NRP1 mod = NRP-1/CendR interaction modulation | O14786 | FAM-RPARPAR peptide binding to NRP-1, fluorescence polarization | inhibition, % at 25 µM | 360,000 compounds, 0.85% hits;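 active = inhibition or corrected inhibition above about 18%, plus a signal ratio from 0.5 to 1.5, limit read from the data, passing the limit was not always enough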; note: strong numbers were not always called active
# STEP inh = STEP (human) phosphatase inhibition | 360,000 compounds, 0.25% hits | P54829 | AID 588621 | recombinant STEP, OMFP fluorogenic substrate, fluorescence | inhibition, % at 20 µM;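 active = inhibition at 20 µM, scaled per plate between control wells, above about 37%, limit read from the data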;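 note: 0% = DMSO with enzyme and substrate and 100% = substrate only without enzyme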
#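 Measure: Control-normalized % inhibition with plate pattern correction | Test system: STEP phosphatase, cell-free reaction | Medium: pH 6.0 Bis-Tris with DTT and Tween 20 | Technique: Fluorescence, 480/540 nm | Times: Reaction 20 min, ambient temperature | Doses: Single compound dose of 20 µM, 1% DMSO final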
# LMPTP inh = blocks human LMPTP phosphatase. 360,000 compounds, 0.22% hits. P24666. inhibition, % at 20 µM. recombinant LMPTP-A, OMFP fluorogenic substrate, fluorescence intensity;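 active = compounds that cut the enzyme signal by at least half of the control window in the single-dose screen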;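 note: plate controls were DMSO wells with enzyme plus substrate for no effect and substrate without enzyme for full effect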
#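 material = LMPTP-A | quantity = 0.625 nM enzyme | reagent = OMFP substrate, 400 µM final | buffer or medium = Bis-Tris pH 6.0, DTT, detergent | detection = endpoint fluorescence intensity from OMFP dephosphorylation | dosing = single 20 µM dose | read-out basis = % inhibition relative to no-enzyme and uninhibited control wells | control set = no-enzyme and uninhibited controls | timing = 50 min at room temperature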
# SKN-1 block = C. elegans SKN-1 inhibition; C. elegans VP596 Pgst-4::GFP/RFP ratio, acrylamide-induced, 24 h; AID 624304; inhibition, % at 21.8 µM; 360,000 compounds, 0.49% hits;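 active = interference check ratio from 0.5 to 1.5 plus GFP to RFP signal ratio inhibition reaching or exceeding a fixed threshold, cut at about 30% in these data, passing the limit was not always enough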; note: some compounds called inactive have numbers as strong as hits
# SUMO1 PPI mod = alters human SUMO1 binding to SIM partners. inhibition, % at 20 µM. SUMO1 binding to a labelled peptide, TR-FRET, 1 h. 360,000 compounds, 0.33% hits. AID 602429. P63165; in the data active = inhibition above about 37%
# DNMT1 block = inhibitors of human DNMT1; P26358; DNMT1 molecular beacon, Hinp1I cleavage, fluorescence; inhibition (reported as % activation of signal), % at 10 µM; 360,000 compounds, 0.83% hits; AID 588458; in the data active = inhibition above about 50%
# Target sequence (P26358 504-1616 limits assumed): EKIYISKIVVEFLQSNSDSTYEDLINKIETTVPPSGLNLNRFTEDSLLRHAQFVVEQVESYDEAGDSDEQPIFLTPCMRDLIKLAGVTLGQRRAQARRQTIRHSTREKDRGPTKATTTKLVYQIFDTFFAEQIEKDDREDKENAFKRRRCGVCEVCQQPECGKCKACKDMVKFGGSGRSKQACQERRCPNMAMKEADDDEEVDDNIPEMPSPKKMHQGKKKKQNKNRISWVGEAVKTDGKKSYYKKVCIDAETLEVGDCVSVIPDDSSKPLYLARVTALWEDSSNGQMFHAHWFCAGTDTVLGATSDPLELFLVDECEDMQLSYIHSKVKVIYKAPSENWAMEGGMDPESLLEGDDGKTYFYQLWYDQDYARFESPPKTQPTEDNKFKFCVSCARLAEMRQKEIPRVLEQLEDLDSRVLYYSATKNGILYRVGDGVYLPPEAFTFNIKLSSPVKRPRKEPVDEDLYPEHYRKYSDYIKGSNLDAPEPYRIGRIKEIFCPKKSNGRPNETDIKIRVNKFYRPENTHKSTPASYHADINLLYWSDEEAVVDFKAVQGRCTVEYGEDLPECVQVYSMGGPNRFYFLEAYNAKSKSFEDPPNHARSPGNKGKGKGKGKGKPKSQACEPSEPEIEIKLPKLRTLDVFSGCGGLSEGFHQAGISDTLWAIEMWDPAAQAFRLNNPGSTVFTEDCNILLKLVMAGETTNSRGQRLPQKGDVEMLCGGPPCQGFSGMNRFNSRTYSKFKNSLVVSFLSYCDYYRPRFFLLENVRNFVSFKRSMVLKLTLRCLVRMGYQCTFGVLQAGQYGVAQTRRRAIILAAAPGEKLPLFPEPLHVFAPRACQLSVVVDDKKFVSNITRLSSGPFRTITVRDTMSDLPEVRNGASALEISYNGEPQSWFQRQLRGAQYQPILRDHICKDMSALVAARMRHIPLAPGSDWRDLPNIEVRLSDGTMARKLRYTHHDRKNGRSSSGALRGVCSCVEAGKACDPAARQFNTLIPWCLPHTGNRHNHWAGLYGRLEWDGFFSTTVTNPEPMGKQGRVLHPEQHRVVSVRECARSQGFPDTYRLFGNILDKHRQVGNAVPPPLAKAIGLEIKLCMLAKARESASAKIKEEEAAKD
# * marks the source's active call; other numbers are inactive results; i = inactive; . = not tested or not shown.
# The line under a structure holds: SUMO1 PPI mod, MT1-MMP act inh, SKN-1 block, LMPTP inh, Scp1 inh, NadD inh, DNMT1 block, CendR NRP1 mod, Rpn11 inh, STEP inh
CCOc1cc(/C=N/n2cnnc2)c(Br)cc1O
  1, -4, 11, -0.4, -3, 2, 3, -44, i, 2
Cc1nc2ccc(NC(=O)N3CCCCC3)cc2s1
  -1, -6, 5, 0.2, -3, 0, -3, -6, i, 0
Cc1ccc(/C=C/C(=O)N2CCN(c3ncccn3)CC2)o1
  2, -2, 6, -1.3, 2, 1, 8, 4, i, 0
O=C(c1ccc(COc2ccc(F)cc2)o1)n1cc(Br)cn1
  5, -3, 17, 1.2, 38, 5, 40, -2, i, 1
O=C(Nc1c(C(=O)N2CCOCC2)cnn1-c1ccccc1)c1ccco1
  3, 9, 0, -0.3, 1, -5, 2, 0, i, 0
COc1ccc(-c2csc(NC(=O)c3ccco3)n2)cc1
  7, 6, 29, -0.6, -10, 1, -7, 6, i, 1
Cc1cc(C)cc(N(CC(=O)NC2CCCCC2)C(=O)CCC(=O)Nc2cc(C)ccn2)c1
  1, 3, 20, -0.2, 0, 4, 0, 9, i, -4
CCOc1ccc(S(=O)(=O)N2CCCCC2)cc1NC(=O)CCc1ccc(OC)cc1
  2, -1, 5, 0.0, -10, -5, 0, 6, i, 2
O=C(CCNC(=O)Cn1ccc2ccccc2c1=O)NCCN1CCN(c2ccccc2F)CC1
  3, 2, 13, -1.1, -10, -2, 5, -2, i, 0
O=C(c1ccc(S(=O)(=O)Nc2ccccc2)cc1)N1CCCCCCC1
  2, 4, -2, -0.7, -7, -8, 2, 0, i, -3
O=C(COC(=O)c1ccccc1C(=O)c1ccccc1)NCc1ccc(F)cc1
  -2, 5, -9, -0.3, -5, -4, -2, -4, i, 0
COc1ccc(Cl)cc1NC(=O)CN(C)CC(=O)Nc1cc(OC)c(OC)c(OC)c1
  5, -8, 7, 0.2, -7, -5, 4, -1, i, -2
Cc1ccc(S(=O)(=O)NN2C(=O)/C(=C/c3ccccn3)SC2=S)cc1
  -8, 3, -10, 1.6, -5, 4, 7, -20, i, 1
Cc1c(Nc2cc(N3CCCCCC3)c3nonc3c2[N+](=O)[O-])c(=O)n(-c2ccccc2)n1C
  -26, 0, -11, 0.7, -2, 9, 4, -2, i, 2
CCCC[n+]1ccc(-c2nc3ccc([N+](=O)[O-])cc3[nH]2)cc1
  -22, 7, 13, 0.8, -4, -8, -1, 2, i, 5
CCOc1ccc(CCNC(=O)Cc2ccc(NC3=NC4CS(=O)(=O)CC4S3)cc2)cc1 (stereo not given)
  5, 11, -13, -1.6, -7, -4, -2, 4, i, 3
O=C(NCc1cccs1)c1cccnc1C(=O)O
  -3, 2, 2, -1.7, -6, 0, -2, -1, i, -2
CC(=O)c1ccc(OCC(C)C)c(Cc2c(O)nc(N)[nH]c2=O)c1
  -2, -2, 5, -0.5, -1, 0, -2, 1, i, 0
CCC(=O)N1N=C(c2ccc(NS(C)(=O)=O)cc2)CC1c1ccc(N(C)C)cc1 (stereo not given)
  -6, 4, 4, 0.3, 0, 3, -5, -1, i, 0
O=C(CC1C[C@H](C(=O)N2CCCCC2)[C@@]2(CCc3ccccc3)c3[nH]c4ccccc4c3CCN2C1=O)NCc1ccco1 (stereo not given in full)
  1, -31, 2, 3.1, -4, 16, -3, 6, i, 2
COc1ccc(S(=O)(=O)N2CCC(C(=O)N3CCCC3)CC2)cc1C
  2, -1, -4, -0.4, -3, -4, 0, 4, i, -1
O=C(N/N=C/c1ccc(O)cc1O)c1ccc(CN2C(=O)c3cccc4cccc2c34)cc1
  8, -7, -8, 3.4, 21, 44*, -6, -5, i, 3
CSc1nc(N)nc(N(C)C)n1
  9, 1, -5, -0.8, -4, -10, 2, 8, i, -2
CCOc1ccc(Nc2cc(C)c3ccccc3n2)cc1
  9, 4, -5, 5.2, -10, -4, -5, 3, i, -1
Cc1ccc2nc(N3CCN(C(=O)c4ccc(F)cc4)CC3)c(C#N)cc2c1
  -10, -6, 18, 0.5, -4, 4, -5, -8, i, 2
O=C(O)c1ccc(-n2nncc2-c2ccccc2)cc1
  1, 0, 24, -1.1, -4, 10, -2, -3, i, 0
O=C1NC(=O)C2(CCCc3ccc([N+](=O)[O-])cc32)N1 (stereo not given)
  -17, 2, -8, -2.3, ., -4, 3, 9, i, 0
Clc1cccc(Cl)c1/C=N\Nc1nccs1
  -6, -2, 7, 0.7, -4, 2, -8, -4, i, 0
CC(=O)NC(Cc1cc(C)ccc1C)C(=O)N1CCN(C(=O)c2ccc([N+](=O)[O-])cc2)CC1 (stereo not given)
  -19, 1, -5, -2.0, -3, -13, 1, -9, i, 0
NC(=O)CN1C(=O)C2CCCCN2C(=O)c2ccccc21 (stereo not given)
  0, 8, -22, -1.3, 3, 4, -1, -2, i, -2
CCOc1cccc2cc(C(N)=O)c(=NCc3ccccc3)oc12
  -10, -11, 16, 1.1, -3, -4, -1, -28, i, 1
CCCCNC(=S)Nc1cc(S(=O)(=O)N2CCCCC2)ccc1C
  24, -3, -1, 0.2, -2, 0, -1, -10, i, 3
COCCN1C(=O)CCC1(C)c1nnnn1-c1ccc2ccccc2c1 (stereo not given)
  -2, 1, -13, -1.0, ., ., ., 15, ., .
O=C(/C=C/c1ccc(Cl)cc1)Nc1nccs1
  -3, -2, 30, 0.2, -15, 0, 10, 1, i, -3
Cn1c(/C=C/c2ccc(Br)cc2)nc2ccccc2c1=O
  -10, -3, 4, 1.1, -1, 12, 21, 0, i, -1
Cc1ccc(C(=O)NCc2ccc(Cl)cc2)o1
  -1, -1, -8, -1.0, 2, 6, 3, 4, i, 0
C=CCn1c(/N=C/c2ccc(OC)cc2)nc2ccccc21
  0, 5, -1, 3.0, -10, -3, 0, -2, i, 2
Oc1ccccc1C1CCCCC1c1ccccc1 (stereo not given)
  1, -1, 8, 2.8, -22, -13, 0, 11, i, -2
O=C(CCSCCc1ccccn1)Nc1ccc(Br)cc1F
  3, 4, 13, 0.3, -5, -1, 3, 0, i, 0
COc1cccc(-c2cc(NC=O)c3ncc(-c4ccc(F)c(Cl)c4)n3c2)c1
  -2, -2, -1, 3.4, ., 9, -11, -21, i, 6

# Next section (three carried over from the part before).
# The line under a structure holds: SUMO1 PPI mod, MT1-MMP act inh, SKN-1 block, LMPTP inh, Scp1 inh, NadD inh, DNMT1 block, CendR NRP1 mod, Rpn11 inh, STEP inh
Oc1ccccc1C1CCCCC1c1ccccc1 (stereo not given)
  1, -1, 8, 2.8, -22, -13, 0, 11, i, -2
O=C(CCSCCc1ccccn1)Nc1ccc(Br)cc1F
  3, 4, 13, 0.3, -5, -1, 3, 0, i, 0
COc1cccc(-c2cc(NC=O)c3ncc(-c4ccc(F)c(Cl)c4)n3c2)c1
  -2, -2, -1, 3.4, ., 9, -11, -21, i, 6
COCc1cc(Sc2cccc(Cl)c2Cl)nc(-c2ccccc2)n1
  -1, 17, 16, 3.3, -14, 7, 1, 2, i, 2
Cc1ccccc1NC(=O)CN1C(=O)COc2ccc(Cl)cc21
  -2, 0, -3, -0.2, 0, -2, 1, -2, i, 1
CC1CCC(CN2C(Nc3ccccc3)=NC[C@@H]2C)CC1 (stereo not given in full)
  4, -2, 20, -1.5, -6, 0, 2, -2, i, 1
Cc1ccc(-c2csc(NC(=O)/C=C/c3ccco3)c2C(=O)O)cc1
  -5, -6, -3, -0.9, 8, 0, 44, -18, i, 0
O=C(CCc1nc2ccccc2c(=O)[nH]1)NNC(=O)c1ccccc1Cl
  6, -4, 5, -0.6, 5, 0, 0, -16, i, -2
COc1ccc(CC(=O)Nc2ccccc2C(=O)N2CCOCC2)cc1OC
  2, 0, 9, -1.3, -9, -2, -5, 11, i, -3
CC(C)(C)C(=O)N1CCN(c2nc3ccc(Cl)cc3s2)CC1
  1, -3, 13, 0.1, -12, -5, -1, 2, i, 0
O=C(CCNC(=O)N1CCn2c1nc1ccccc12)NCc1ccccc1
  3, -1, 6, -0.2, -11, -1, 1, 2, i, -1
COc1ccc(OC)c(/C=N/NC(=O)CN2CCSCC2)c1
  -8, 1, 10, -2.1, -5, 0, 2, -2, i, -1
O=C1C(N2CCOCC2)=Cc2cccc3cccc1c23
  -17, -3, 46, 33, ., 4, 18, 118, i, -8
Cc1ccc(Sc2cc(Cl)nc(N)n2)cc1
  3, 2, 12, -0.9, -2, -1, 3, 20, i, -5
Cc1ccc(CNc2ccc([N+](=O)[O-])cc2C(N)=O)cc1
  -21, 9, 13, -0.4, -12, -17, -5, -8, i, 1
COc1ccc(C(=O)COC(=O)c2sccc2C)cc1OC
  -3, -2, -7, -0.5, -18, -8, 1, 3, i, 0
COc1ccc(C(C)C)cc1S(=O)(=O)Nc1ncn[nH]1
  3, 0, 24, -0.4, -1, -1, 2, -1, i, 1
CCOc1ccc(OCc2ccc(C(=O)N3CCCCC3)o2)cc1
  -1, 1, 11, -0.1, -6, -4, 4, 2, i, 4
Cc1csc(NC(=O)C2CC(=O)N(c3ccc(C)c(C)c3)C2)n1 (stereo not given)
  3, 2, -10, -0.7, 6, -4, 2, 8, i, -2
C=CCn1c(SCC(=O)Nc2ccc(OC)cc2)nnc1-c1cnccn1
  4, 1, -15, -0.5, -3, -3, -3, 4, i, -1
CCC(=O)Nc1cc(OC)cc(OC)c1
  1, 0, 3, -1.1, 8, -1, -5, 2, i, 1
COc1ccc(Cl)cc1C(=O)NNC(=O)c1csc(N2CCOCC2)n1
  -1, 5, -10, -0.3, -12, -3, 1, 1, i, 3
C=CCN1C=CC(=C/C=C(/C#N)C(=O)OCC)C=C1
  -51, -233, -13, 14, -5, -5, 16, 144, ., -3
CN1CCN(CC(O)(c2ccc(Cl)cc2)c2ccc(Cl)cc2)CC1
  6, -8, 6, -2.1, -8, -11, -3, 9, i, 1
CCOc1ccc(NC(=O)CN(C)C(=O)c2ccccc2OCCOc2ccccc2)cc1OCC
  -3, -3, 4, -0.1, -6, -10, 4, -1, i, -1
O=C(NCCc1ccccc1)/C(=C\c1ccc([N+](=O)[O-])cc1)NC(=O)c1ccc(Br)cc1
  -6, 0, -4, 0.9, 6, 5, 20, -1, i, 2
O=C(N/N=C\c1ccccn1)c1cccc(C(=O)N/N=C\c2ccccn2)n1
  5, 1, 5, -1.7, -8, -6, 1, -2, i, -4
NCCCn1c(C(=O)c2ccc(Cl)cc2)c2ccc(C(F)(F)F)cc2[n+]1[O-]
  -43, 5, 6, -8.2, -3, -5, -8, -3, i, 3
CC(=O)Nc1ncc(Cc2cc(Cl)ccc2Cl)s1
  1, 1, 2, 0.9, -2, 2, -3, 5, i, -1
